From PubChem
M4 PAM = CHRM4 positive allosteric modulation. P08173. CHO-K1 hM4/Gqi5, Fluo-8 calcium fluorescence, ACh EC20; 0% = ACh EC20, 100% = maximal ACh. activation, % at 3 µM. hit rate 0.4% among 360,000;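 active means activation above its plate's cutoff, the mean activation of sample wells plus 3 SD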; further: some results filed as inactive read as strong as hits
Target sequence (P08173 whole entry, looked up): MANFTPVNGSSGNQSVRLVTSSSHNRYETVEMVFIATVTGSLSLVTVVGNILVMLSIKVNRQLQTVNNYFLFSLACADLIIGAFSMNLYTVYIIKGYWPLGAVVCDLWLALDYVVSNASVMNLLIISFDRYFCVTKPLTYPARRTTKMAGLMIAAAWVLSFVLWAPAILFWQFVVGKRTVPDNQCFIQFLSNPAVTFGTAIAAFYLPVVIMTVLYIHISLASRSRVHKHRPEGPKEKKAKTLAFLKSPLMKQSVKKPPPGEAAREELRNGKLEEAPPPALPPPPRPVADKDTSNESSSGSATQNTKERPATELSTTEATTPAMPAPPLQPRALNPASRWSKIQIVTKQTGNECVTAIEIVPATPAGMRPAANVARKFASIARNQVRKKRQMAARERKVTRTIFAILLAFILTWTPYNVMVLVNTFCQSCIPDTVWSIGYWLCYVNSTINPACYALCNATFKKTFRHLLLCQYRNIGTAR
CRFR2-BP ag = agonists of human CRF-binding protein/CRF-R2 receptor complex; AID 588473; HEK293 CRF-R2/CRF-BP, calcium dye fluorescence (FLIPR); percent of saturating CRF peptide response; activation, % at 13.2 µM; hit rate 0.46% among 350,000;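 active means activation of at least 50%, plus an integration ratio under a set limit after plate pattern correction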;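 further: plate controls were neutral control wells without compound for no effect and CRF at EC100 for full effect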
TAAR1 agonist = agonists of human TAAR1. Q96RJ0. CHO RD-HGA16 TAAR1, Fluo-8 calcium fluorescence; vehicle wells 0%, saturating PEA agonist 100%. activation, % at 3 µM. hit rate 0.99% among 360,000;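 active means activation above the mean activation of all test compounds in the run plus 3 SD, cut at about 38% in these data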
Target sequence (Q96RJ0 whole entry, looked up): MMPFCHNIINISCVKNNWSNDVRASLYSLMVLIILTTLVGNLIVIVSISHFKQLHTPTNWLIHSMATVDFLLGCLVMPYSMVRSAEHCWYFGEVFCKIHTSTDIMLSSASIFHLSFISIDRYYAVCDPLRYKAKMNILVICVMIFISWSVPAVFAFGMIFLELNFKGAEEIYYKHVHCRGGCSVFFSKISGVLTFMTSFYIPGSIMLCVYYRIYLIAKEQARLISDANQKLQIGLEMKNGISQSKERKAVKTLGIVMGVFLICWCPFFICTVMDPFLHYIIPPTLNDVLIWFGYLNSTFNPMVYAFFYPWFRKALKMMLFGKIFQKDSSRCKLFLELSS
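Assay system – CHO-derived RD-HGA16 cells with stable Gα16 and human TAAR1 · Compound dosing – one-point dosing at 3 µM (nominal) · Incubation – 17-24 h seeding, 75 min 37 °C dye, 30 min RT · Measured by – kinetic Fluo-8 calcium fluorescence · Control set – DMSO vehicle as 0%, PEA at EC100 as 100% · Repeats – single well for each compound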
CHO-K1 Ca PAM = nonselective activator or artifact in parental CHO-K1 calcium assay; ATP EC20, Fluo-8 calcium fluorescence; 0% at ATP EC20, 100% at ATP max; activation, % at 3 µM; hit rate 0.02% among 360,000; AID 602247;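 active means activation above the run cutoff, the mean activation of all test compounds plus 3 SD, cut at about 40% in these data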;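 further: peak over basal fluorescence ratio in a 140 s read after ATP addition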
M5 antag = antagonists of human muscarinic M5 receptor (CHRM5) | CHO-hM5 cells, Fluo-8 calcium fluorescence, ACh EC80 | inhibition, % at 3 µM | hit rate 0.59% among 360,000;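 active means inhibition above a per-plate cutoff, the mean of that plate's test compounds plus 3 SD, cut at about 27% in these data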;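 further: 0% = acetylcholine EC80 with DMSO and 100% = DMSO without agonist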
TAAR1 antagonist = human TAAR1 antagonism. Q96RJ0. CHO RD-HGA16 TAAR1, Fluo-8 calcium fluorescence, antagonist. inhibition, % at 3 µM. hit rate 1.5% among 360,000. AID 624466;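 active means inhibition above a per-plate cutoff, the mean inhibition of test compounds on that plate plus 3 SD, cut at about 49% in these data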;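 further: 0% = DMSO plus EC80 beta-PEA response and 100% = DMSO alone without agonist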
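Test system – hTAAR1-expressing CHO RD-HGA16 cells, Gα16-coupled · Reagent – β-PEA at EC80 concentration, post-compound challenge · Compound dosing – 3 µM, single point · Timing – 140 s kinetic read after compound, 140 s after agonist · Detection – Fluo-8 intracellular calcium dye fluorescence, real-time kinetic reads · Control set – DMSO and EC80 PEA controls · Repeats – n of 1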
CHRM5 agonist = agonists of human muscarinic M5 receptor (CHRM5). activation, % at 3 µM. P08912. hit rate 0.19% among 360,000. CHO-K1 hM5 cells, Fluo-8 calcium fluorescence; 0% DMSO wells, 100% maximal acetylcholine response;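 active means activation above the run's mean over test compounds plus 3 SD, cut at about 23% in these data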;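 further: signal is peak over basal fluorescence ratio across the kinetic read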
CHRM5 PAM = CHRM5 positive allosteric modulation; P08912; CHO-K1 hM5, Fluo-8 calcium, ACh EC20 PAM; 0% = ACh EC20, 100% = ACh EC100; activation, % at 3 µM; hit rate 0.3% among 360,000;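 active means activation above the run cutoff, the mean activation of all test compounds plus 3 SD, cut at about 18% in these data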
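Assay system: CHO-K1 hM5 cells / Incubation: Fluo-8 loading 80 min at 37 °C plus 30 min room temperature / Technique: Fluo-8 calcium dye fluorescence, kinetic read / Repeats: single replicate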
CRFR2-BP antag = blocks CRF-induced signaling of the CRF-BP/CRF-R2 complex; inhibition, % at 11.8 µM; hit rate 0.59% among 350,000; HEK293 CRF-R2/CRF-BP, CRF-induced calcium fluorescence;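 active means inhibition of the ligand-induced calcium signal above about 50% at the single tested concentration, limit read from the data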
Starred values were filed as active, the others as inactive; . = not tested or not shown.

SMILES	M4 PAM	CRFR2-BP ag	TAAR1 agonist	CHO-K1 Ca PAM	M5 antag	TAAR1 antagonist	CHRM5 agonist	CHRM5 PAM	CRFR2-BP antag
CCCCCCC#Cc1cncc(C(=O)NNC(=O)Nc2cc(Cl)cc(Cl)c2)c1	-3	-0.6	-1	-11	6	-4	2	4	9
COc1ccc(-n2c(Cc3cccn3C)nnc2SCC(=O)Nc2cc(Cl)ccc2OC)cc1	-4	-0.5	12	-6	4	-5	2	-4	-14
Cc1c(Cl)ccc(S(=O)(=O)NCCCn2ccnc2)c1Cl	-1	0.3	1	11	8	3	0	-11	4
CCOC(=O)c1[nH]c2ccc(Br)cc2c1NC(=O)CCN1CCCC(C)(C)C1	-34	-0.1	1	-7	46*	-13	-6	-20	-32
CCC(=O)[C@@H](C)[C@@H](OC(C)=O)[C@H](C)C[C@@H](C)[C@H]1OC(=O)C[C@@]2(O)CC=C(C)C(O2)C(C)=CCCC[C@H](O[C@H]2C[C@@H](OC(N)=O)[C@H](OC(C)=O)[C@@H](C)O2)C=C[C@H](C)C[C@H]1C	3	.	0	-4	6	2	-1	-10	.
O=S(=O)(NC1CCCCC1)c1cccc2nsnc12	-6	0.2	2	-18	8	-9	-5	13	13
C=C(C)c1cccc(C(C)(C)NC(=O)NC2CCN(Cc3ccccc3)CC2)c1	-16	1.7	11	9	15	-11	-7	-17	2
Cc1ccc(C(=O)Nc2ccccc2N2CCCCC2)cc1S(=O)(=O)N1CCOCC1	-1	0.7	-3	0	2	-14	0	-1	-11
Cn1c(=O)c2c(nc(CN3CCN(c4ccccc4)CC3)n2CCc2ccccc2)n(C)c1=O	7	-1.0	4	19	-3	-6	-4	-4	-5
COc1ccc(C(=O)Nc2ccc3ccccc3c2)c(OC)c1	1	1.1	6	13	5	8	-4	1	18
CNS(=O)(=O)c1ccc(CCC(=O)N2CCN(c3ccccc3OC)CC2)cc1	-11	-0.6	16	-1	11	31	5	-13	-4
COc1ccc(-c2nnc(N3CCC(C)CC3)c3ccccc23)cc1	13	0.1	7	-6	-7	0	-1	1	7
COc1ccc(CCNC(=O)CSc2nc3ccsc3c(=O)n2CC2CCC(C(=O)O)CC2)cc1OC (centres undefined)	8	-0.1	3	8	13	-7	-8	-3	3
CN(C(=O)C1CCOC1)c1nnc(-c2cccnc2)s1 (centres undefined)	4	0.3	10	5	2	5	0	-4	-2
CCCn1c(SC/C(O)=C(\C#N)c2nc3ccccc3[nH]2)n[nH]c1=O	-4	-0.5	3	-1	7	13	-1	-3	2
COc1ccc(CCCN2CCC(CN3C(=S)NC[C@@H]3Cc3ccccc3)CC2)cc1OC	-7	-1.4	-1	-9	-4	-3	-4	2	8
CC1CCCCN1C(=O)COc1ccc(S(=O)(=O)N2CCCC2)cc1[N+](=O)[O-] (centres undefined)	0	-0.4	2	-2	5	25	-1	12	1
Cc1ccc(S(=O)(=O)N2CCN(C(=O)COC(=O)/C=C/c3cccc([N+](=O)[O-])c3)CC2)c(C)c1	2	1.2	4	2	9	4	-1	0	8
CCC1S/C(=N/C(=O)NC2CCCCC2)NC1=O (centres undefined)	-2	-0.8	3	11	-7	-22	4	-1	8
CCOP(=O)(OCC)C(NC(=O)Nc1ccc(Cl)c(Cl)c1)C(N)=O (centres undefined)	8	-1.1	5	27	6	14	-2	-6	14
CSc1ccc(S(=O)(=O)NCC(=O)OCC(=O)N(C)CC(=O)Nc2ccc(F)cc2)cc1[N+](=O)[O-]	1	-1.6	8	14	6	-7	-5	9	3
COc1cc(C)c(/C=C(\C#N)C(=O)Nc2ccc(C)cc2)cc1C(C)C	15	11	2	-1	-4	19	-1	2	-42
O=C(c1ccoc1)N1CCC2(CC1)Oc1ccc(F)cc1C(=O)C21CC(c2ccccc2)=NO1 (centres undefined)	10	0.0	15	17	13	38	0	-11	-7
O=C(CC1CCCC1)N1CCN(S(=O)(=O)c2cccc(Br)c2)CC1	-4	0.6	-1	-6	-6	-5	0	2	-1
COc1ccc(OCC(O)CNC(=O)Nc2cc(F)ccc2C)cc1 (centres undefined)	18	-4.5	1	-15	8	1	0	11	2

Reprinted from the part before: two entries, then new ones.
SMILES	M4 PAM	CRFR2-BP ag	TAAR1 agonist	CHO-K1 Ca PAM	M5 antag	TAAR1 antagonist	CHRM5 agonist	CHRM5 PAM	CRFR2-BP antag
O=C(CC1CCCC1)N1CCN(S(=O)(=O)c2cccc(Br)c2)CC1	-4	0.6	-1	-6	-6	-5	0	2	-1
COc1ccc(OCC(O)CNC(=O)Nc2cc(F)ccc2C)cc1 (centres undefined)	18	-4.5	1	-15	8	1	0	11	2
COc1ccc(NC(=O)CC2Nc3ccccc3NC2=O)c([N+](=O)[O-])c1 (centres undefined)	-3	-0.4	0	-12	6	-28	-1	2	-5
CC(=O)NC(c1cc(Cl)c2cccnc2c1O)C(C)C (centres undefined)	6	-0.8	19	6	-6	3	1	10	9
CCN(CC)S(=O)(=O)c1ccc(OC(C)C)c(NC(=O)C2=COCCO2)c1	2	-0.5	-3	-26	8	-19	-2	-2	9
Cc1cc(=O)[nH]c(SCc2ccc(Cl)cc2)n1	8	-0.9	5	-8	2	-44	4	-5	-2
COC(=O)c1ccc(NC(=O)N2CCC(O)(c3cccnc3)CC2)cc1	-1	0.1	7	11	-1	23	2	-7	-1
CCC(c1nnnn1Cc1ccccc1)N(Cc1cc2cc(OC)ccc2[nH]c1=O)CC1CCCO1 (centres undefined)	3	1.3	1	16	-4	-16	-3	0	-41
CCC1Oc2ccc(C)cc2N(CC(=O)NCCCN2CCCCC2C)C1=O (centres undefined)	4	-0.1	2	18	6	3	-6	2	-8
Cc1ccc(N(CC(=O)NC2CCCC2)C(=O)CCC(=O)Nc2nccs2)c(C)c1	-9	-1.4	12	-26	2	-7	0	-5	6
O=C(COc1ccccc1[N+](=O)[O-])Nc1cc(Cl)ccc1C(=O)O	-9	-0.5	8	-20	6	-1	1	-2	23
O=C(CN1C(=O)COc2ccccc21)NCCC1=CCCCC1	-2	2.0	-1	10	-1	3	0	1	15
C/C(=N/NC(=O)c1ccc(Br)o1)c1ccncc1	0	-1.5	0	10	-2	-2	-2	-3	-9
CCc1ccc(NC(=O)CNC(=O)[C@@H]2Cc3ccccc3CN2C(=O)OC(C)(C)C)cc1	11	-0.7	0	24	10	-14	-5	-1	-6
COc1ccc(-c2cc(NC=O)c3ncc(-c4ccc(OC)c(OC)c4)n3c2)cc1	2	.	0	8	-3	-32	1	3	.
COc1cccc2cc(C(N)=O)oc12	3	0.1	5	15	3	0	0	2	10
CC1(C)CC(=O)C(Sc2ccccc2C(=O)O)=C(O)C1	-8	1.1	7	-9	5	1	-1	-1	11
O=C(CCCN1C(=O)c2ccccc2C1=O)N1CCOCC1	-5	1.0	4	1	7	-14	0	6	-7
Cc1ccc2nc(Cc3ccc(N)cc3)oc2c1	1	0.3	17	0	8	-4	-2	-9	27
COC(=O)c1nc2n(n1)C(c1ccc([N+](=O)[O-])cc1)C(C(=O)Nc1ccc(Cl)cc1)=C(C)N2 (centres undefined)	4	-1.6	2	15	2	5	-2	3	56*
C=CCc1cccc2ccc(=O)oc12	0	-2.2	-1	5	2	-10	1	-2	1
Cn1c(SCC(=O)Nc2ccc(F)cc2)nc2c([nH]c3ccccc32)c1=O	-3	-0.3	6	16	2	-31	1	-1	16
COc1ccc(-n2c(C)cc(C(=O)Cn3nc(C(=O)O)c4ccccc4c3=O)c2C)cc1	4	1.0	0	15	-6	-8	-2	3	-2
C/C(N)=C(/C#N)C(=O)COC(=O)c1ccccc1O	-6	-1.8	3	8	13	-13	1	-8	-9
Cc1ccccc1OCC(=O)N1CCCc2ccccc21	-1	-2.2	6	-12	-1	-3	-6	-6	19
O=C(NC(NCc1ccccn1)(C(F)(F)F)C(F)(F)F)c1ccco1	1	0.2	2	15	-1	14	-1	-6	-3
Cc1ccc(NC2CCCN(C(=O)c3ccccn3)C2)cc1C (centres undefined)	10	-0.6	0	26	1	-9	-4	-3	-4

Complete entries, quoted from the list. Order of screens: M4 PAM, CRFR2-BP ag, TAAR1 agonist, CHO-K1 Ca PAM, M5 antag, TAAR1 antagonist, CHRM5 agonist, CHRM5 PAM, CRFR2-BP antag
C=CCc1cccc2ccc(=O)oc12 in the list: 0, -2.2, -1, 5, 2, -10, 1, -2, 1
CCc1ccc(NC(=O)CNC(=O)[C@@H]2Cc3ccccc3CN2C(=O)OC(C)(C)C)cc1 in the list: 11, -0.7, 0, 24, 10, -14, -5, -1, -6
CCC1Oc2ccc(C)cc2N(CC(=O)NCCCN2CCCCC2C)C1=O (centres undefined) in the list: 4, -0.1, 2, 18, 6, 3, -6, 2, -8

The list continues:
SMILES	M4 PAM	CRFR2-BP ag	TAAR1 agonist	CHO-K1 Ca PAM	M5 antag	TAAR1 antagonist	CHRM5 agonist	CHRM5 PAM	CRFR2-BP antag
Cc1ccc(C)c(-c2nnc(NC(=O)CCS(=O)(=O)c3ccccc3)o2)c1	10	0.2	1	-4	3	-7	-3	3	10
O=C(N1CCOCC1)C1(S(=O)(=O)c2ccccc2)CC=CC1	-3	-0.5	6	2	17	-6	2	-6	2
O=C(CNC(=O)c1ccc(Cl)cc1Cl)OCc1cn2cc(Br)ccc2n1	2	-6.6	-1	12	13	-2	-4	-3	7
O=C(CC(c1ccccc1)c1cc(Cl)ccc1O)N1CCCC1 (centres undefined)	-16	-8.8	0	24	8	-22	-15	-4	-36
O=C(O)CC1(CC(=O)Nc2nccs2)CCCCC1	4	0.5	0	10	-6	2	3	7	18
CCOC(=O)N1CCN(C(=O)C2CCC(=O)N(Cc3ccccc3OC)C2)CC1 (centres undefined)	12	3.5	0	16	-4	-5	2	0	19
CC1(C)CC(N(Cc2ccc(F)cc2)C(=O)c2ccc(F)cc2)CCO1 (centres undefined)	-3	0.3	2	14	6	-24	-2	2	15
O=c1c2ccccc2ncn1CCOc1ccccc1[N+](=O)[O-]	-1	-1.6	22	-11	7	4	0	1	3
CCOc1c(OC(C)=O)ccc(/C=C2\N=C(SCC)SC2=O)c1[N+](=O)[O-]	-2	1.1	10	15	-14	-10	-3	7	14
COc1ccc(Sc2nc3ccccc3n3c(C(F)(F)F)nnc23)cc1	14	-1.0	10	4	3	6	0	0	-11
CN(C)c1ccc(-c2nn3c(-c4ccccc4Cl)nnc3s2)cc1	12	23	5	-6	3	10	-3	1	-8
COc1ccc(NC(=O)Cn2c3ccc(OC)cc3c3nc4n(c(=O)c32)CCS4)cc1	13	-2.9	1	-13	8	-18	-5	1	14
COc1ccc(CC(=O)OCC(=O)N(C)C2CCS(=O)(=O)C2)cc1OC (centres undefined)	0	-1.1	3	10	1	-36	-3	5	15
Cn1cccc1-c1nc2ccc(NC(=O)c3ccc([N+](=O)[O-])cc3)cc2[nH]1	-2	-0.4	16	18	3	11	3	-12	-28
O=C(CN1C(=O)NC2(CCCCCCC2)C1=O)Nc1ccc(OC(F)F)cc1	6	3.1	-1	1	6	-5	-3	-8	-26
